# ROS inducer: inducers of reactive oxygen species in cancer cells. AID 624156. U2OS ROS induction, H2DCF-DA fluorescence. actives 2% (n = 46,000). ROS induction (% of piperlongumine), % at 10 µM; in the data active = ROS induction above about 79%, passing the limit was not always enough; inconclusive = no clear call, values can overlap the other calls;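 note: 0% = DMSO vehicle median and 100% = reference compound median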
# * hit, by the source's call; ? = inconclusive; & = joins results of further samples.
SMILES,ROS inducer
COc1ccc(CNC(=O)CCSCc2ccc(C)cc2)cc1,-5
C[C@@H]1CN([C@H](C)CO)C(=O)Cc2cc(NS(C)(=O)=O)ccc2O[C@@H]1CN(C)S(=O)(=O)c1ccc(Cl)cc1,20
CNC[C@@H]1Oc2c(NS(=O)(=O)c3c(C)noc3C)cccc2C(=O)N([C@@H](C)CO)C[C@@H]1C,-5
Cc1noc(C)c1S(=O)(=O)Nc1ccc2c(c1)C(=O)N([C@H](C)CO)C[C@H](C)[C@H](CN(C)S(=O)(=O)c1ccccc1)O2,5
N#CC(C(=O)Nc1ccccc1)=C1CCCC1,-3
Cc1noc(C)c1NC(=O)N(C)C[C@@H]1Oc2c(NS(=O)(=O)c3cn(C)cn3)cccc2C(=O)N([C@@H](C)CO)C[C@H]1C,-5
Cc1noc(C)c1NC(=O)N(C)C[C@@H]1Oc2c(NS(=O)(=O)c3c(C)noc3C)cccc2C(=O)N([C@H](C)CO)C[C@@H]1C,-9
COc1ccc(C)cc1NC(=O)CN(c1ccc(I)cc1)S(C)(=O)=O,-5
COc1ccc(CN(C)C[C@H]2OCc3cnnn3CCCC(=O)N([C@H](C)CO)C[C@H]2C)cc1,63
O=C(N/N=C/c1ccccc1)c1ccccn1,0
C[C@@H]1CN([C@H](C)CO)C(=O)c2cc(NC(=O)Nc3ccccc3)ccc2O[C@H]1CN(C)Cc1ccncc1,-15
Cc1ccc(NC(=O)CSc2nncc3ccccc23)cc1,2
C[C@@H]1CN([C@H](C)CO)C(=O)Cc2cc(NC(=O)c3ccncc3)ccc2O[C@@H]1CN(C)C(=O)Nc1ccc2c(c1)OCO2,-8
C/C=C(/C)C(=O)O[C@H]1C=C(C)C[C@H](OC(=O)c2ccc(O)cc2)C2[C@](O)(C(C)C)CC[C@@]21C (stereo partly drawn),45
c1ccc2c(N3CCC4(CC3)OCCO4)nnc(Cc3ccncc3)c2c1,-7
CN(C)CCCCCCNC(=O)[C@@H]1C[C@@H]2C(=O)NCC(=O)N2[C@@H]1c1cccc(OCCO)c1,-1
COc1ccc(CN(C)C[C@H]2Oc3c(NS(=O)(=O)c4cn(C)cn4)cccc3C(=O)N([C@H](C)CO)C[C@H]2C)cc1,-8
CC(C)(C)NS(=O)(=O)c1ccc(NC(=O)CSc2nc3ccccc3s2)cc1,-9
O=C(NC1CCCc2ccccc21)c1cnn(-c2ccccc2)c1-n1cccc1 (stereo not drawn),-6
COC(=O)c1ccccc1S(=O)(=O)/C(C#N)=C/Nc1nc(SC)nc(C2CC2)n1,5
CC(C)OC(=O)N(C)C[C@H]1OCc2cn(nn2)CCCC(=O)N([C@@H](C)CO)C[C@H]1C,-9
CC(C)Cc1c(O)nc(SCC(=O)NC(C)(C)C)[nH]c1=O,19
C[C@H](CO)N1C[C@H](C)[C@H](CN(C)S(=O)(=O)c2ccccc2)Oc2c(NS(C)(=O)=O)cccc2C1=O,-10
N#Cc1c(-c2ccc(Cl)cc2)[nH]c(SCc2ccccc2)nc1=S,4

# Reformatted tab-delimited: 2 of the compounds above.
mol	ROS inducer
C[C@H](CO)N1C[C@H](C)[C@H](CN(C)S(=O)(=O)c2ccccc2)Oc2c(NS(C)(=O)=O)cccc2C1=O	-10
N#Cc1c(-c2ccc(Cl)cc2)[nH]c(SCc2ccccc2)nc1=S	4

# The listing continues.
SMILES,ROS inducer
CC(C)NC(=O)Nc1ccc2c(c1)CC(=O)N([C@@H](C)CO)C[C@H](C)[C@@H](CN(C)Cc1ccc(Cl)c(Cl)c1)O2,13
COC(=O)c1cc(NC(=O)COc2ccccc2OC)cc(C(=O)OC)c1,2
Cc1ccc(S(=O)(=O)Nc2ccc3c(c2)C(=O)N([C@@H](C)CO)C[C@H](C)[C@H](CN(C)S(=O)(=O)c2ccccc2)O3)cc1,26
O=C1c2ccccc2NC(c2cccc(F)c2)N1Cc1ccccc1 (stereo not drawn),12
Cc1cc(NC(=O)CCSc2nc(-c3ccco3)cc(C(F)(F)F)n2)n(-c2ccccc2)n1,3
C[C@@H]1CN([C@@H](C)CO)C(=O)Cc2cc(NC(=O)CCCCCC(=O)Nc3ccccc3N)ccc2O[C@@H]1CN(C)Cc1ccc(Oc2ccccc2)cc1,?
COc1ccc(SC(=O)c2cc(C)n(Cc3c(Cl)cccc3Cl)n2)cc1,21
C[C@H]1CN([C@@H](C)CO)C(=O)Cc2cc(NS(=O)(=O)c3cn(C)cn3)ccc2O[C@@H]1CN(C)S(=O)(=O)c1cn(C)cn1,-8
C[C@@H]1CN([C@@H](C)CO)C(=O)c2cccc(NS(C)(=O)=O)c2O[C@H]1CN(C)S(=O)(=O)c1ccccc1,-3
COCCOC(=O)N1C(=O)[C@@]2(c3ccccc31)[C@H](c1ccccc1OCCO)N1[C@H](c3ccccc3)[C@H](c3ccccc3)OC(=O)[C@H]1[C@@H]2C(=O)N1CCCCCCC1,103*
CN(C)C(=O)C(CCN1CCC(O)(c2ccc(Cl)cc2)CC1)(c1ccccc1)c1ccccc1,21&3
C[C@H](CO)N1C[C@H](C)[C@H](CN(C)Cc2ccncc2)Oc2ccc(NC(=O)C3CCCCC3)cc2C1=O,-10
Nc1c(S(=O)(=O)c2ccccc2)sc2nc(-c3cccs3)cc(C(F)(F)F)c12,-4
COc1cc(-c2nnc(SCC(=O)c3ccccc3)n2-c2ccccc2)cc(OC)c1OC,59
O=C(O)c1ccc2c(c1)N(Cc1ccc(Cl)cc1)CCS2,-9
COc1ccc2c(c1)C(=O)CC(c1ccccc1)O2 (stereo not drawn),-5
CC(C)NS(=O)(=O)c1ccc(OCC(=O)N2CCOCC2)cc1,-9
O=C(c1cccc(C(F)(F)F)c1)N1CCc2c([nH]c3ccccc23)C1C(F)(F)F (stereo not drawn),-11
CCOC(=O)c1cnc2c(OC)cccc2c1N1CCC2(CC1)OCCO2,5
O=C(CSc1nc(-c2ccccc2)cc(=O)[nH]1)Nc1ccccc1,-9
O=S(=O)(Cc1ccc(Cl)cc1)C1CCCCC1O (stereo not drawn),-7
C[C@H]1CN([C@@H](C)CO)C(=O)c2cc(NC(=O)Cc3cn(C)c4ccccc34)ccc2O[C@@H]1CN(C)Cc1ccncc1,67
C[C@H]1CN([C@@H](C)CO)C(=O)c2cccc(NC(=O)C3CCOCC3)c2O[C@H]1CN(C)S(=O)(=O)c1ccccc1,-13
C[C@@H]1CCCCO[C@H](CN(C)C(=O)C2CCCCC2)[C@@H](C)CN([C@H](C)CO)C(=O)c2cc(NC(=O)c3ccncc3)ccc2O1,24
C[C@@H]1CN([C@H](C)CO)C(=O)c2cc(NS(=O)(=O)c3ccc(F)cc3)ccc2O[C@H]1CN(C)C(=O)Nc1ccccc1,2
C[C@@H]1CN([C@@H](C)CO)C(=O)CCCn2cc(nn2)CO[C@@H]1CN(C)CC1CCCCC1,-9
C[C@H]1CN([C@@H](C)CO)C(=O)c2cc(NC(=O)Nc3cccc4ccccc34)ccc2O[C@H]1CN(C)S(C)(=O)=O,-9
C[C@@H]1CN([C@@H](C)CO)C(=O)c2cc(NS(C)(=O)=O)ccc2O[C@@H]1CN(C)Cc1ccc(-c2ccccc2)cc1,8
COc1cccc(S(=O)(=O)N(C)C[C@@H]2Oc3ncc(C#Cc4ccc(C(F)(F)F)cc4)cc3C(=O)N([C@H](C)CO)C[C@@H]2C)c1,129*
CCc1ccc(N(CC)C(=O)c2cn(CC)c(=O)c3cc(OC)c(OC)cc23)cc1,-6
CC(C)NC(=O)N(C)C[C@H]1Oc2ccc(NC(=O)Nc3ccc4c(c3)OCO4)cc2C(=O)N([C@@H](C)CO)C[C@@H]1C,18
Cn1c(SCC(=O)Nc2ccc(Cl)cc2Cl)nnc1-c1ccc(Cl)cc1,47
CC(=O)ON1C(C)(C)CC(OC(=O)c2ccco2)CC1(C)C,-8
C[C@H]1CN([C@@H](C)CO)C(=O)Cc2cc(NC(=O)Nc3cccc4ccccc34)ccc2O[C@@H]1CN(C)Cc1ccc(Oc2ccccc2)cc1,24
CC(=O)N1c2ccccc2C(C)(c2ccccc2)CC1(C)C (stereo not drawn),27
N#Cc1c(-c2ccccc2)cc(-c2ccccc2)nc1N,35

# Arranged by molecular weight (highest first): three of the compounds above
SMILES,ROS inducer
C[C@H]1CN([C@@H](C)CO)C(=O)Cc2cc(NC(=O)Nc3cccc4ccccc34)ccc2O[C@@H]1CN(C)Cc1ccc(Oc2ccccc2)cc1,24
CCc1ccc(N(CC)C(=O)c2cn(CC)c(=O)c3cc(OC)c(OC)cc23)cc1,-6
CC(=O)N1c2ccccc2C(C)(c2ccccc2)CC1(C)C (stereo not drawn),27

# Further results follow.
SMILES,ROS inducer
Cc1ccc(S(=O)(=O)CC(c2ccccc2)N2CCOCC2)cc1 (stereo not drawn),1
Cc1ccc(S(=O)(=O)N(C)C[C@H]2Oc3ccc(NC(=O)Cc4ccccc4)cc3CC(=O)N([C@@H](C)CO)C[C@@H]2C)cc1,24
CN(C)Cc1nc(-c2cn(C)c3ccccc23)no1,6
O=C(Nc1cc(-c2ccc(Cl)cc2)[nH]n1)C1Cc2ccccc2C1,6
O=C(O)C1CC=CCC1C(=O)Nc1ccc(S(=O)(=O)N2CCCc3ccccc32)cc1 (stereo not drawn),-3
COc1ccc(-c2cc(=O)c3c(O)cc(O)c(-c4cc(-c5cc(=O)c6c(O)cc(O)cc6o5)ccc4OC)c3o2)cc1,5
C[C@@H]1CN([C@H](C)CO)C(=O)c2cccc(NC(=O)NC3CCCCC3)c2O[C@H]1CN(C)Cc1ccc(Cl)c(Cl)c1,4
Cc1ccc(S(=O)(=O)Nc2ccc3c(c2)C(=O)N([C@H](C)CO)C[C@H](C)[C@@H](CN(C)CC2CCCCC2)OCCCC[C@@H](C)O3)cc1,12
C[C@H]1CN([C@@H](C)CO)C(=O)c2cc(NC(=O)C3CC3)ccc2O[C@H]1CN(C)C(=O)Nc1ccc(C(F)(F)F)cc1,-1
C[C@H]1CN([C@@H](C)CO)C(=O)Cc2cc(NS(C)(=O)=O)ccc2O[C@H]1CN(C)C(=O)Nc1ccccc1,-7
Cc1noc(C)c1S(=O)(=O)Nc1ccc2c(c1)CC(=O)N([C@H](C)CO)C[C@H](C)[C@H](CN(C)S(=O)(=O)c1cn(C)cn1)O2,44
COc1ccc(S(=O)(=O)N(C)C[C@@H]2OCc3cn(nn3)CCCC(=O)N([C@H](C)CO)C[C@H]2C)cc1,-23

# Looked up above:
# `C[C@@H]1CN([C@H](C)CO)C(=O)c2cccc(NC(=O)NC3CCCCC3)c2O[C@H]1CN(C)Cc1ccc(Cl)c(Cl)c1` in ROS inducer reads 4
# `O=C(O)C1CC=CCC1C(=O)Nc1ccc(S(=O)(=O)N2CCCc3ccccc32)cc1` (stereo not drawn) in ROS inducer reads -3

# Next entries follow.
SMILES,ROS inducer
Cc1cc(C(=O)Nc2cccc3c2O[C@H](CN(C)Cc2ccc(Oc4ccccc4)cc2)[C@@H](C)CN([C@@H](C)CO)C3=O)n(C)n1,124*
COc1ccc(NC(=O)N(C)C[C@H]2Oc3ccc(NC(=O)CCN4CCOCC4)cc3CC(=O)N([C@@H](C)CO)C[C@@H]2C)cc1,0
COc1ccc(S(=O)(=O)Nc2ccc3c(c2)CC(=O)N([C@@H](C)CO)C[C@@H](C)[C@@H](CN(C)Cc2ccc(C(F)(F)F)cc2)O3)cc1,16
Cc1cccc(NC(=O)C(C)NS(=O)(=O)c2ccccc2)c1 (stereo not drawn),-10
C[C@@H]1CN([C@H](C)CO)C(=O)Cc2cc(NS(=O)(=O)c3ccccc3)ccc2O[C@H]1CN(C)C(=O)Nc1ccccc1,-3
C[C@H](CO)N1C[C@H](C)[C@@H](CN(C)Cc2cccc3c2OCCCO3)OCc2cn(nn2)CCCC1=O,23
C=CCNC(=O)[C@@H]1[C@H]2C(=O)O[C@H](c3ccccc3)[C@H](c3ccccc3)N2[C@H](c2ccc(OCCO)cc2)[C@@]12C(=O)N(C(=O)OCCOC)c1ccc(C#Cc3ccc(OC)cc3)cc12,9
C[C@H](CO)N1C[C@H](C)[C@H](CN(C)Cc2ccc(C(=O)O)cc2)Oc2ccc(NC(=O)CCN3CCOCC3)cc2C1=O,8
C[C@@H]1CN([C@@H](C)CO)C(=O)c2cccc(NC(=O)Nc3ccc4c(c3)OCO4)c2O[C@@H]1CN(C)C(=O)NC1CCCCC1,8
O=C(N1CCN=C1c1ccccc1)N1c2ccccc2Sc2ccccc21,13
Cc1cc(C)c(NC(=O)CSc2nnc(-c3ccncc3)n2-c2ccccc2)c([N+](=O)[O-])c1,-3
C[C@@H]1CN([C@H](C)CO)C(=O)c2cc(NS(=O)(=O)c3ccc(F)cc3)ccc2O[C@H]1CN(C)C(=O)Nc1ccc(F)cc1,-8

# The last 4 entries of the part above come first, to join the parts:
SMILES,ROS inducer
C[C@@H]1CN([C@@H](C)CO)C(=O)c2cccc(NC(=O)Nc3ccc4c(c3)OCO4)c2O[C@@H]1CN(C)C(=O)NC1CCCCC1,8
O=C(N1CCN=C1c1ccccc1)N1c2ccccc2Sc2ccccc21,13
Cc1cc(C)c(NC(=O)CSc2nnc(-c3ccncc3)n2-c2ccccc2)c([N+](=O)[O-])c1,-3
C[C@@H]1CN([C@H](C)CO)C(=O)c2cc(NS(=O)(=O)c3ccc(F)cc3)ccc2O[C@H]1CN(C)C(=O)Nc1ccc(F)cc1,-8
NS(=O)(=O)c1ccc(NC(=O)C(Sc2ccccc2)c2ccccc2)cc1 (stereo not drawn),-16
CN(Cc1ccccc1)C(=O)c1cccs1,-12
C[C@@H]1CN([C@H](C)CO)C(=O)c2cccc(NC(=O)c3ccncc3)c2O[C@H]1CN(C)Cc1ccc(C(=O)O)cc1,-5
C[C@H](CO)N1C[C@H](C)[C@H](CN(C)Cc2ccc(C(=O)O)cc2)Oc2ccc(NC(=O)Nc3ccc(F)cc3)cc2C1=O,-9
CN(C)CCN1C(=O)c2ccccc2N(C)c2ccccc21,35
C[C@@H]1CN([C@@H](C)CO)C(=O)Cc2cc(NC(=O)C3CCCCC3)ccc2O[C@@H]1CN(C)Cc1ccncc1,10
CCCCC(=O)N(Cc1ccc(-c2ccccc2-c2nn[nH]n2)cc1)[C@H](C(=O)O)C(C)C,3
CC(Oc1ccccc1)C(=O)NCCc1ccc(S(N)(=O)=O)cc1 (stereo not drawn),-7
COCCOC(=O)N1C(=O)[C@@]2(c3cc(C#CCC(C(=O)OC)C(=O)OC)ccc31)[C@H](C(=O)NC[C@H](O)c1ccccc1)[C@H]1C(=O)O[C@H](c3ccccc3)[C@H](c3ccccc3)N1[C@@H]2c1ccc(O)cc1,47
NC(=NC(=O)CCn1c(=O)oc2ccccc21)c1ccc(C(F)(F)F)cc1,0

# These rows are one share of the data; rates above refer to the full screens.
